# D3 ag: qHTS of D3 Dopamine Receptor Agonist: qHTS; D(3) dopamine receptor (Homo sapiens), P35462; D3R DiscoveRx beta-arrestin cells, luminescence, 90 min; max activation, %; 410,000 tested, 0.58% active; AID 652048, 2013; in the data active = max activation above about 30%; also: 0% is about no effect; mostly tested at two doses, the higher about 12 µM
#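 Cells at 1500/well, incubated overnight, then treated with pinned compounds (dopamine as control) for 90 min at 37 degrees C. DiscoveRx reagent added for 30 - 60 minutes at room temperature; luminescence read.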
# aSyn rescue: qHTS of alpha-syn Inhibitors. Yeast expressing alpha-synuclein, growth rescue, BacTiter-Glo, 24 h. Potency, µM (titrated, usually from 46.1 µM), for the others: at the top dose growth rescue (activation), most hits filed as activators. 370,000 tested, 0.14% active; also: potency is read from the fitted curve at half-maximal effect; % of control where 0% means no effect; nearly all actives have a fitted effect of over 65% in size
#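 Screening used galactose-induced yeast with toxic alpha-synuclein levels, exposed to compound for 24 hr at 30 deg C. Cell growth, read with BacTiter-Glo luminescence, gave the measured signal.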
# TDP43 rescue: qHTS of TDP-43 Inhibitors | TDP-43 expressing yeast growth rescue, BacTiter-Glo, 24 h | Potency, µM (highest dose often 46.1 µM), for the others: at the top dose growth rescue (activation), usual class: activators | 410,000 tested, 1.8% active | AID 652104, 2013; also: potency is read from the fitted curve at half-maximal effect; % of control where 0% means no effect; nearly all actives have a fitted effect of over 50% in size
#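 Yeast cells expressing TDP-43 under galactose induction are exposed to compounds for 24 hr at 30 deg C. BacTiter-Glo luminescence measures growth, so protective compounds score as activators.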
# Abeta rescue: qHTS for compounds that reverse cellular toxicity of Amyloid beta (A-beta) peptide in yeast: Primary Screen; 410,000 tested, 0.063% active; yeast expressing A-beta42, growth rescue, OD600, 48 h; response scale: 0% DMSO, 100% iron-clioquinol control; Potency, µM (series often up to 46.1 µM), for the others: at the top dose growth rescue, hits mostly activators; also: potency is read from the fitted curve at half-maximal effect; nearly all actives have a fitted effect of over 55% in size
#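 Growth rescue measured by 600 nm absorbance after 48 h yeast culture at 30 C with compound. Values normalized between DMSO and an equimolar ferric chloride plus clioquinol control.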
# D3 antag: qHTS of D3 Dopamine Receptor Antagonist: qHTS | D3R cells, DiscoveRx beta-arrestin luminescence, antagonist mode; stronger effect = lower value | 360,000 tested, 2.5% active | max response, negative = inhibition, % | D(3) dopamine receptor (Homo sapiens), P35462 | AID 652054, 2013; in the data active = max response below about -50%; inconclusive = no clear call, values can overlap the other calls; also: % is scaled to controls: 0 for no effect and ±100 for the full control effect; mostly tested at two doses, the higher about 12 µM
#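 Cells expressing the human receptor were seeded at 1500 cells/well, incubated overnight at 37 degrees C in 5% CO2, then exposed to library compounds with dopamine controls for 90 minutes at 37 degrees C before luminescent detection.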
# EPAC2 ag: qHTS for Agonist of cAMP-regulated guanine nucleotide exchange factor 4 (EPAC2): primary screen; Rap guanine nucleotide exchange factor 4 (Homo sapiens), Q8WZA2; EPAC2 activation, biochemical qHTS; response scale: 100% = 6.5 mM cAMP response; Potency, µM (series often up to 154 µM), without a hit: at the highest dose activation, actives largely listed as activators; 360,000 tested, 0.079% active; also: potency is read from the fitted curve at half-maximal effect; nearly all actives have a fitted effect of over 50% in size
# Target sequence (Q8WZA2 whole entry, looked up): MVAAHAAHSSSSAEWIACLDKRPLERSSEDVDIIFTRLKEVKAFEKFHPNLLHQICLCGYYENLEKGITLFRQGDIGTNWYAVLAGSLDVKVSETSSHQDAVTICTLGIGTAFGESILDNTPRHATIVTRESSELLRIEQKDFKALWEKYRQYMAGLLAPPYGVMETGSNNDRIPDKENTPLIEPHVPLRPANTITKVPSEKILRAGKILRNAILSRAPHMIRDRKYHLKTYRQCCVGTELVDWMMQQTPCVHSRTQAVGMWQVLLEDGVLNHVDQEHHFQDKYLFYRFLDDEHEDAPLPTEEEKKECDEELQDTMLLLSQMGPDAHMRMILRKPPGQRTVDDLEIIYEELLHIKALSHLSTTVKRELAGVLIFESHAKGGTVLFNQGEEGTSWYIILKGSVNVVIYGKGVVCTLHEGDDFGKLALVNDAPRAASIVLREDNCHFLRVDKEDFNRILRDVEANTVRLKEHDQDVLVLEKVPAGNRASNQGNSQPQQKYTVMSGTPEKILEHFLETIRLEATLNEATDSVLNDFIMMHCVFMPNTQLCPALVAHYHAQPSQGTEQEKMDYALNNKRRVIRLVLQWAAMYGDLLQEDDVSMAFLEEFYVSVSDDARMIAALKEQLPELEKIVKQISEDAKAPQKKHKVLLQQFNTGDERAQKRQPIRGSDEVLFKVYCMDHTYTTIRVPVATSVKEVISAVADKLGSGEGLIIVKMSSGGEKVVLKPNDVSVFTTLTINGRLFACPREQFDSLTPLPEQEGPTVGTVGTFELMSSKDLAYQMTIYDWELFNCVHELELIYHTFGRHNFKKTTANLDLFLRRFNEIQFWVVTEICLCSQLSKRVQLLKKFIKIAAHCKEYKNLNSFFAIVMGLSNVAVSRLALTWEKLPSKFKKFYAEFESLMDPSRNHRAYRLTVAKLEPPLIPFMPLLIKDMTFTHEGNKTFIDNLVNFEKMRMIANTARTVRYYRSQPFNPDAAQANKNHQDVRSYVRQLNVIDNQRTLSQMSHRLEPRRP
#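 Compounds were titrated in qHTS against a Rap1B-BODIPY-GDP (250 nM) complex with EPAC2 (100 nM) and GDP (50 uM). BODIPY-GDP release tracked at 480/540 nm over 30 min at room temperature, normalized to 6.5 mM cAMP.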
# FUS yeast rescue: qHTS for Suppressors of FUS Proteinopathy: Primary screen using FUS-linked yeast assay; 390,000 tested, 0.24% active; S. cerevisiae FUS-expressing, growth rescue, OD600, 24 h; Potency, µM (series often up to 76.6 µM), for inactives: at the top dose growth rescue (activation), hits mostly activators; AID 1347120, 2019;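 also: potency is read from the fitted curve at half-maximal effect; plate controls were DMSO vehicle for no effect and reference control for full effect; nearly all actives have a fitted effect of over 55% in size; some results filed as inactive show a strong effect at the top dose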
#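 Yeast expressing FUS under galactose induction, OD 0.005 in 2% galactose medium; compounds in a dilution series, 24 h at 30C. Growth rescue by absorbance at 600 nm; CP55940 positive control, DMSO negative.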
# EPAC2 antagonist: qHTS for Antagonist of cAMP-regulated guanine nucleotide exchange factor 2 (EPAC2): primary screen; 360,000 tested, 0.18% active; Potency, µM (doses to about 114 µM), for inactives: at the top dose activity, negative = inhibition, most hits filed as inhibitors; EPAC2 GEF exchange of Rap1B-BODIPY-GDP, fluorescence; also: potency is read from the fitted curve at half-maximal effect; % is scaled to controls: 0 for no effect and ±100 for the full control effect; nearly all actives have a fitted effect of over 45% in size; many of its hits are not listed in these tables
# * marks the source's active call; other numbers are inactive results; u = inconclusive; x = no result given; & = joins results of further samples; [ ] = remark or other dose. Unless noted, calls follow the shape of the dose curve; as a rule, active = well fitted curve in the direction sought with a large enough effect; inconclusive = small, poorly fitted or top-dose-only effect, or another doubt; inactive = no such curve, though single readings can be large; an effect the other way counts as inactive or inconclusive. Only part of the results is shown; rates above refer to the full screens.
SMILES	TDP43 rescue	D3 ag	EPAC2 ag	Abeta rescue	FUS yeast rescue	EPAC2 antagonist	aSyn rescue	D3 antag
COc1ccc(NC(=O)c2cn(CCC#N)nc2-c2cccc(Br)c2)cc1	1%	1	-4%	2%	-19%	-5%	-2%	1
Cc1oc2ccc(OC(=O)N(C)C)cc2c1C(=O)OC(C)C	-34%[inhibitor]	2	11%	-76%[inhibitor]	22%	-2%	-42%[inhibitor]	18
COc1ccc(Nc2nc(N)nc(CSc3nc4ccccc4s3)n2)cc1	20µM*	7	x	5%	u	x	x	x
COC(=O)C1=C(c2cccc(OCc3ccccc3)c2)C[C@@H]2CC[C@H]1N2C(=O)NC1CCN(Cc2ccccc2)CC1	-4%	-49	15%	-1%	25%	-7%	-1%	-120*
CCC(C)(O)C(=O)OC1C(=O)OC2CC3C(C)=CC(=O)C(O)C3(C)C3C4(O)OCC23C1C(C)C4O (stereo not given)	22%	-10	8%	0%	x	12%	1%	-9
CN1CCC2(CC1)N=C(c1ccc(F)cc1)C(=S)N2	-1%	-3	-7%	-3%	0%	-1%	-8%	-2
Cc1ccc(-n2c(C)nc3ccccc3c2=O)c(C)c1	19%	5	4%	-16%	-24%	-11%	2%	26
NS(=O)(=O)c1ccc(N=Cc2c(O)n(C3CCCCC3)c(=O)n(C3CCCCC3)c2=O)cc1	u	0	-9%	9%	14%	-22%	11%	8
CCOC(=O)[C@]12Cc3ccc(C)cc3[C@H]1N(C1CCCCC1)C(=O)c1ccccc12	-88%[inhibitor]	-9	-1%	-91%[inhibitor]	u	u	-60%[inhibitor]	-73*
Cc1ccc(-c2nc(CN3C(=O)CN=C(c4ccccc4Cl)c4cc(Cl)ccc43)c(C)o2)cc1	0%[9.22 µM]	8	x	9%	u	x	x	x
Cc1cccc(OP(=O)(Oc2cccc(C)c2)OC(c2ccccc2)C(F)(F)F)c1 (stereo not given)	-12%	2	-16%	21%	-1%	-6%	15%	37
Cc1cc(OCC(=O)OC(C)(C)C)c2c3c(c(=O)oc2c1)CCC3	-3%	15	-5%	-9%	48%	15%	3%	-3
C[C@]12CC[C@H](N)CC1=CCC1C2CC[C@@]2(C)C1CC[C@@H]2O (stereo not given in full)	-19%	-3	-6%	-28%	25%	4%	13%	7
CSc1ccc(CN2CCN(Cc3ccccc3Cl)CC2)cc1	-10%	-2	20%	8%	-23%	-2%	-4%	-97*
Cc1cc(C)nc(NS(=O)(=O)c2ccc(N=Cc3c(O)n(C)c(=O)n(C)c3=O)cc2)n1	0%	-4	10%	-7%	44%	5%	1%	-13
C[C@]12CCC(=O)C=C1CC[C@@H]1[C@@H]2CC[C@@]2(C)[C@H]1CC[C@]2(C)O	u	13&14&1&11	4%	-19%	-24%	5%	-15%	7
COC(=O)C(O)(c1ccc(N(C)C(=O)c2ccc(Cl)c(Cl)c2)cc1)C(F)(F)F (stereo not given)	5%	2	-4%	6%	33%	-7%	13%	9
CCOc1ccc(-n2c(O)c(C=NCCN3CCNCC3)c(=O)[nH]c2=O)cc1	-12%	11	0%	0%	14%	8%	2%	3
CCOc1ccc(C(=O)Nc2cc(NC(=O)c3ccco3)ccc2OC)cc1Br	u	5	x	-4%	-9%	x	x	x
CN1C(=O)NC(=O)C2(CCCC2)C1=O	-5%	11	3%	7%	3%	4%	2%	15
COc1ccc(-c2nn(CCC#N)cc2C(=O)Nc2ccccc2Cl)cc1	-4%	0	-2%	0%	-1%	-4%	0%	-7
COc1ccc(NS(=O)(=O)c2ccc(OCC(=O)N3CCN(C)CC3)cc2)cc1Cl	4%	-5	2%	7%	-14%	-2%	2%	13
CC(=O)Nc1cc(C(=O)N2CCC3(CC2)OCCO3)ccc1S(=O)(=O)c1ccc(C)cc1	2%	5	7%	5%	-2%	-3%	2%	5
CN1CCN(c2ccc(NC(=O)Oc3ccccc3)cc2)CC1	-10%	-2	9%	7%	22%	1%	6%	-8
Cn1cc(/C=C/c2nc3ccccc3c(=O)n2-c2ccccc2)c2ccccc21	u	1	x	-10%	8%	x	x	x
O=C(Cn1ncc2ccsc2c1=O)N1CCC2(CC1)OCCO2	-20%	-23	-2%	-7%	26%	-2%	4%	15
COC(=O)c1ccc(NC2=C(Cl)C(=O)OC2OC(=O)c2ccccc2)cc1 (stereo not given)	22µM*	-8	-4%	1%	0%	-20%	3%	1
CCN(CC(=O)Nc1ccc(NC(C)=O)cc1)C(=O)CSC(c1ccccc1)c1ccccc1	13%	-2	12%	-1%	37%	-19%	4%	2
C=CCC1(CN2CCCC2=O)C(=O)NC(=O)NC1=O	20%	5	7%	10%	-18%	-2%	-5%	11
CC(C)Oc1ccc(Cc2c(O)[nH]c(=O)[nH]c2=O)cc1	-14%	-12	6%	2%	-6%	2%	-2%	-17

# At a glance, some entries already given.
SMILES	TDP43 rescue	D3 ag	EPAC2 ag	Abeta rescue	FUS yeast rescue	EPAC2 antagonist	aSyn rescue	D3 antag
CN1CCN(c2ccc(NC(=O)Oc3ccccc3)cc2)CC1	-10%	-2	9%	7%	22%	1%	6%	-8
Cn1cc(/C=C/c2nc3ccccc3c(=O)n2-c2ccccc2)c2ccccc21	u	1	x	-10%	8%	x	x	x
O=C(Cn1ncc2ccsc2c1=O)N1CCC2(CC1)OCCO2	-20%	-23	-2%	-7%	26%	-2%	4%	15
COC(=O)c1ccc(NC2=C(Cl)C(=O)OC2OC(=O)c2ccccc2)cc1 (stereo not given)	22µM*	-8	-4%	1%	0%	-20%	3%	1
CCN(CC(=O)Nc1ccc(NC(C)=O)cc1)C(=O)CSC(c1ccccc1)c1ccccc1	13%	-2	12%	-1%	37%	-19%	4%	2
C=CCC1(CN2CCCC2=O)C(=O)NC(=O)NC1=O	20%	5	7%	10%	-18%	-2%	-5%	11
CC(C)Oc1ccc(Cc2c(O)[nH]c(=O)[nH]c2=O)cc1	-14%	-12	6%	2%	-6%	2%	-2%	-17

# (next part)
SMILES	TDP43 rescue	D3 ag	EPAC2 ag	Abeta rescue	FUS yeast rescue	EPAC2 antagonist	aSyn rescue	D3 antag
CCOc1ccc(-n2c(O)c(C=Nc3ccc(N(CC)CC)cc3)c(=O)[nH]c2=O)cc1	-34%[inhibitor]	-30	-192%[inhibitor]	-26%	-10%	109%[activator]	0%	-6
O=C(CF)NC(NC(=S)Nc1ccccc1O)C(Cl)(Cl)Cl (stereo not given)	-13%	-14	12%	-38%[inhibitor]	-11%	15%	-15%	-28
O=S(=O)(NC1CN2CCC1CC2)c1ccc(Cl)cc1 (stereo not given)	14%	6	5%	-4%	-6%	-3%	3%	9
Cc1cc(C(=O)OCC(=O)Nc2ccccc2F)c(C)n1C1CC1	u	6	6%	2%	31%	4%	11%	-4
CCOC(C(=O)OCCCN(CC)CC)(c1ccccc1)c1ccccc1	7%	-11	-12%	1%	-3%	1%	1%	-55*
Cc1ccc(CN2CCN(C)CC2)c(C)c1	11%	2	7%	2%	11%	15%	x	-16
O=C(COc1ccccc1F)N1CCN(Cc2cc(=O)n3nc(-c4ccccc4Cl)sc3n2)CC1	7%	3	x	-5%	19%	x	x	x
COc1ccccc1-n1c(-c2ccccc2F)nc2ccccc2c1=O	-2%	-2	10%	5%	11%	-17%	-1%	1
N#CC1=C(N)Oc2c(c(=O)oc3ccccc23)C1c1ccc([N+](=O)[O-])o1 (stereo not given)	-3%	0	0%	-14%	16%	21%	-1%	-8
CN(CCOc1ccc(C=C2C(=O)NC(=O)NC2=O)cc1)c1ccccn1	-2%	-1	8%	0%	-14%	u	-13%	u
C/C=C/C(=O)OCC(=O)Nc1ccc(OC)c(Cl)c1	u	2	3%	2%	13%	1%	4%	u
Cn1cccc1/C=C1\C(=O)NC(=O)N(Cc2ccccc2Cl)C1=O	0%[0.397 µM]	-9	5%	-1%	40%	-4%	-2%	-21
COc1cccc(NC(=O)CN2CC(c3ccccc3)CC2=O)c1 (stereo not given)	0%	-3	9%	2%	1%	-5%	2%	-18
CN1CCN(c2ccc3c(c2)S(=O)(=O)c2ccccc2C3=O)CC1	-12%	-21	7%	-13%	-10%	-1%	-10%	-8
COc1cc(C2c3cc4c(cc3CC3COC(=O)C32)OCO4)cc(OC)c1OC (stereo not given)	5%	-22	6%	14%	16%	-22%	8%	-21
CN(C(=O)c1ccc(Cl)nc1)C1(c2ccccc2Cl)CCCCC1=O (stereo not given)	0%	11	0%	6%	5%	-2%	-1%	5
CN(c1ccc(OCC(=O)N2CCN(C/C=C/c3ccccc3)CC2)cc1)S(=O)(=O)c1cccs1	11%	-7	9%	10%	u	-2%	4%	25
COC(=O)C1=C(C(=O)OC)SC2(S1)C(C(=O)OC)=C(C(=O)OC)Sc1c2ssc1=O	-59%[inhibitor]	-10	-5%	-86%[inhibitor]	x	9%	-79%[inhibitor]	-96*
C[C@]12CCC3C(CC[C@@H]4C[C@@H](O)CC[C@]34C)C1CC[C@@H]2O (stereo not given in full)	-2%	-2	0%	-29%	3%	-6%	-12%	0
c1ccc2c(c1)Nc1ccccc1S2	0%	17&14&-3	-3%	25%	-47%	-5%	2%	9
CCCC(C)n1[nH]c(=O)c2c1NC(=O)CSC2c1ccc(OC)cc1 (stereo not given)	17%	-1	-19%	1%	-16%	2%	-1%	0
